TcdB inh: TcdB glycohydrolase inhibitors, primary screen, biochemical, single point, plate reader; Toxin B (Clostridioides difficile), P18177; TcdB glycohydrolase enzymatic assay; inhibition, % at 9.99 µM; 0.24% of 350,000 active; in the data active = inhibition above about 10%
Target sequence (P18177 whole entry, looked up): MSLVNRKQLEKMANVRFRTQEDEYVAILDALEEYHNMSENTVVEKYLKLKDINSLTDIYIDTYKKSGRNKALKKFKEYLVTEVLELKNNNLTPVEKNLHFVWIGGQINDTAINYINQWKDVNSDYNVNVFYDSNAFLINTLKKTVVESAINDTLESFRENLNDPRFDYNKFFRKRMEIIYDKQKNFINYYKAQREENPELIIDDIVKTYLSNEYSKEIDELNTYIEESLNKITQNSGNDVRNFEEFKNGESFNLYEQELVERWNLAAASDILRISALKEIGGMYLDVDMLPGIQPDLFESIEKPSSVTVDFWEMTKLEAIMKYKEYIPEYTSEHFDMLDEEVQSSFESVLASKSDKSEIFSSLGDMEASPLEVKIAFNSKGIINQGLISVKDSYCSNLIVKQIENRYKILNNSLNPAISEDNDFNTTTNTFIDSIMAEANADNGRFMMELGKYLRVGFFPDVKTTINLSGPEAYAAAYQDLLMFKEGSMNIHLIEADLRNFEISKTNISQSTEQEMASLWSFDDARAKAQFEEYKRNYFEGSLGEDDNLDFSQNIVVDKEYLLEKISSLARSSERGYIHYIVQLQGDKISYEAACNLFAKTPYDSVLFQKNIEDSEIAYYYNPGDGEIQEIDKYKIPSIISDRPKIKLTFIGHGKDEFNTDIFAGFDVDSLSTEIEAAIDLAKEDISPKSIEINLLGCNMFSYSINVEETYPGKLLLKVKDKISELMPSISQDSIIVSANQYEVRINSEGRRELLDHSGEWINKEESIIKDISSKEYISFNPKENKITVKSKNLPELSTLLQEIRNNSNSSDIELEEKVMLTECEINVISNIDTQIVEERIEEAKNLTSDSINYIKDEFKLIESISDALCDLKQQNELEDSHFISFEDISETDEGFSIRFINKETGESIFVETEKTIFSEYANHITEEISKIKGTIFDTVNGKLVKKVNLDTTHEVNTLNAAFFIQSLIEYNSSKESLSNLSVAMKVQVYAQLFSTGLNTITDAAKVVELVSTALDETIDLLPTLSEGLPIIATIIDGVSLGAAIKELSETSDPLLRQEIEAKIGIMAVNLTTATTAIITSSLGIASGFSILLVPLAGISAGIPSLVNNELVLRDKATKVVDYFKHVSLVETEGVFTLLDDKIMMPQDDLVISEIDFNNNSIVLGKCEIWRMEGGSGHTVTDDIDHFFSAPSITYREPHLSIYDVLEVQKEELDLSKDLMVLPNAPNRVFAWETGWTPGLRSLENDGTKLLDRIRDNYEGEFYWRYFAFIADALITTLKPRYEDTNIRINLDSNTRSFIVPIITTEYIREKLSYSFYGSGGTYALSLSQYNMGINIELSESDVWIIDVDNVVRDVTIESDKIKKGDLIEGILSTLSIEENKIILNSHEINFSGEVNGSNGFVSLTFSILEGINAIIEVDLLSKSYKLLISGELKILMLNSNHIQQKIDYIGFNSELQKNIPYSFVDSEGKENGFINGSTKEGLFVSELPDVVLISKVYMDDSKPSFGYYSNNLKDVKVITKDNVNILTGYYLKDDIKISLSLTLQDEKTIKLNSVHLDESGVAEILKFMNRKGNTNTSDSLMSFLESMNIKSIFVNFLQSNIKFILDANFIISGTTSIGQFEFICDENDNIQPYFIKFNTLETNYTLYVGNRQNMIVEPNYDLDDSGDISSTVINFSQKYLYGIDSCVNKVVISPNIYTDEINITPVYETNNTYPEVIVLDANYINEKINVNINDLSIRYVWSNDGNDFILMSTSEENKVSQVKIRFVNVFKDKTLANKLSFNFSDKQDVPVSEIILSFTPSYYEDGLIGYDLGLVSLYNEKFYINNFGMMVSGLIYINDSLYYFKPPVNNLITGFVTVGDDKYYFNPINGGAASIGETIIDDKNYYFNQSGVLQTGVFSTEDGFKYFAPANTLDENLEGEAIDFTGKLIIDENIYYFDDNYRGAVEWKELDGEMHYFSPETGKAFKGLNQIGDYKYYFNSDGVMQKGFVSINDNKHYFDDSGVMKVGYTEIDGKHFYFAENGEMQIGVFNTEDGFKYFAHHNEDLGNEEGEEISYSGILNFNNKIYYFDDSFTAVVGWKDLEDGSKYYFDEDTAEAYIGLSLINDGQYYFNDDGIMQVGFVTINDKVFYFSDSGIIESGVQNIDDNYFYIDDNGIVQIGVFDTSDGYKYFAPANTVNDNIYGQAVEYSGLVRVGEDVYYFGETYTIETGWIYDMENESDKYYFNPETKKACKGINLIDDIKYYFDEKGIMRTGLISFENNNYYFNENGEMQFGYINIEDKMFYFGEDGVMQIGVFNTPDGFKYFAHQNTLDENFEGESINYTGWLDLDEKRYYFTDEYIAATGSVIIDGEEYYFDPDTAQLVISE
BoNT F protease: BoNT/F light chain protease inhibitors, primary screen, biochemical, flow cytometry, MLPCN library; Multiplex microsphere protease cleavage assay; 0.22% of 360,000 active; inhibition, % at 10 µM; AID 588497, 2011; in the data active = inhibition above about 35%, passing the limit was not always enough; inconclusive = no clear call, values can overlap the other calls; also: plate controls were buffer without enzyme for full effect and enzyme alone for no effect
Yp Topo-I inh: Yersinia pestis topoisomerase I inhibitors, primary screen, biochemical, cleavage product accumulation, plate reader, single point. Y. pestis Topo-I cleavage product accumulation. activity, % at 10 µM. 0.064% of 360,000 active. AID 504884, 2011; in the data active = activity above about 50%, passing the limit was not always enough; inconclusive = no clear call, values can overlap the other calls; also: inactives centre near 2
PfHsp40 rescue: rescue of yeast from PfHsp40 toxicity, primary screen, S. cerevisiae, ATP luminescence | S. cerevisiae expressing PfHsp40, growth rescue | growth rescue, % at 12.5 µM | 0.68% of 340,000 active | AID 504582, 2011; in the data active = growth rescue above about 28%, passing the limit was not always enough; inconclusive = no clear call, values can overlap the other calls;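 also: yeast W303a lacking pdr1 and pdr3 grown in galactose medium; growth measured after three days at 30 °C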
PrPC TRFRET: inhibitors of human cell surface prion protein PrPC, primary screen, cell-based, TR-FRET | 0.43% of 370,000 active | inhibition, % at 13.8 µM | Major prion protein (Homo sapiens), P04156 | TR-FRET read-out | AID 720596, 2013; in the data active = inhibition above about 24%; also: 0% = median of the test wells and 100% = reference compound wells
CCHFV vOTU inh: CCHFV vOTU protease inhibitors, primary screen, biochemical, Pep-AMC substrate, fluorescence; Crimean-Congo hemorrhagic fever virus L polyprotein viral ovarian tumor (vOTU) protease …; inhibition, % at 11.5 µM; 0.55% of 370,000 active; in the data active = inhibition above about 30%; also: 0% = vehicle wells with enzyme and 100% = no enzyme wells
BoNT-A LC inh2: BoNT/A light chain protease inhibitors, primary screen, biochemical, flow cytometry, MLPCN library; Botulinum neurotoxin type A light chain protease (Clostridium botulinum A str. ATCC 3502); multiplex microsphere protease substrate cleavage; inhibition, % at 10 µM; 0.17% of 360,000 active; AID 588499, 2011; also: plate controls were buffer without enzyme for full effect and enzyme alone for no effect
FadD28 FP inh: inhibitors of FadD28 bisubstrate probe binding, primary screen, biochemical, fluorescence polarization, single point; Mycobacterium tuberculosis FadD28 fatty-acid-AMP ligase; inhibition, % at 12.5 µM; 0.22% of 360,000 active; AID 588549, 2011; in the data active = inhibition above about 8.5%, passing the limit was not always enough; inconclusive = no clear call, values can overlap the other calls
Anthrax LF prot: Bacillus anthracis LF protease inhibitors, primary screen, biochemical, multiplex microsphere, MLPCN library; Lethal factor (Bacillus anthracis), P15917; multiplex microsphere protease cleavage assay; inhibition, % at 10 µM; 0.12% of 360,000 active; AID 588501, 2011; also: plate controls were buffer without enzyme for full effect and enzyme alone for no effect
* marks the source's active call; other numbers are inactive results; u = inconclusive; x = no result given. Rule as the data show it, unless noted: active = inhibition above about 30%; inconclusive = no clear call, values can overlap the other calls; inactive = below that. Outcome played no part in choosing rows. About 2.3% of those tested had a hit in this group.

#	molecule	TcdB inh	BoNT F protease	Yp Topo-I inh	PfHsp40 rescue	PrPC TRFRET	CCHFV vOTU inh	BoNT-A LC inh2	FadD28 FP inh	Anthrax LF prot
1	Cc1cccc(NC(=O)C(=O)NCCCN2CCOCC2)c1	0.0	-9	3	0.1	9	1	-0.9	-1.0	-4
2	CCOc1ccccc1N	0.3	-5	-6	-0.3	3	-6	-0.2	-2.8	0
3	O=C(Nc1cccc(NC(=O)c2ccccc2)n1)c1ccccc1	-1.0	u	1	6.1	-2	6	1.8	-3.6	-8
4	CCn1c(SCC(N)=O)nc2sc3c(c2c1=O)CCN(C)C3	3.2	x	8	-0.9	0	-71	x	-2.3	x
5	CCn1cc(/C=C(\NC(=O)c2ccccc2F)C(=O)N2CCOCC2)c2ccccc21	x	3	22	-0.9	x	x	-0.3	-4.6	-6
6	CCOC(=O)c1cccc([P+](=O)O)c1	x	2	-4	0.5	-5	-12	-0.3	0.5	9
7	COc1ccc(C=NNc2ccc([N+](=O)[O-])cn2)cc1	-8.7	6	-7	-0.7	2	23	0.0	0.1	1
8	O=C(N/N=C/c1ccncc1)c1ccc(OCc2ccccc2)cc1	2.2	-2	20	0.9	5	-9	-0.1	-1.4	-8
9	COc1ccc(N2C(=NC(=O)CCCc3ccccc3)SC3CS(=O)(=O)CC32)cc1 (configuration not stated)	-0.7	u	1	-1.0	-3	6	12	-0.1	4
10	C[N+]1(C)C2CCC1CC(OC(=O)c1c[nH]c3ccccc13)C2 (configuration not stated)	-0.3	0	-5	-1.0	3	2	0.6	-3.2	-8
11	CNC(=O)C[C@H]1C(=O)N(c2ccccc2)C[C@@H]1C	1.0	-3	-4	x	-5	2	0.0	-2.8	-4
12	COc1ccc(-n2nc3c(c2NC(=O)c2ccccc2S(=O)(=O)C(F)F)CS(=O)(=O)C3)cc1	0.7	10	-12	-0.2	0	4	3.4	-4.6	3
13	CC(=O)Nc1c(O)nc(SCC(=O)Nc2nnc(CC(C)C)s2)[nH]c1=O	x	-7	1	-2.4	-4	8	0.3	-1.6	-2
14	CCOC(=O)Cc1cc(=O)n2[nH]cc(-c3cccc(Br)c3)c2n1	-0.5	-5	16	0.7	7	-15	-1.7	2.2	-2
15	CC(C)c1ccc(NC(=O)COC(=O)c2cc(=O)[nH]c3ccccc23)cc1	1.7	4	10	-0.8	2	22	-0.2	x	12
16	O=C(Cn1nc(C(=O)O)c2ccccc2c1=O)Nc1ccc(Cl)c(S(=O)(=O)N2CCOCC2)c1	1.0	-3	0	-0.8	9	14	-0.5	0.0	4
17	COc1ccc(CC(=O)N/N=C/c2ccc(C)s2)cc1	0.2	2	-7	-0.8	-2	0	0.6	-2.3	-6
18	Cc1cc(N)n(-c2ccc(S(=O)(=O)N3CCCC3)cc2[N+](=O)[O-])n1	0.9	-5	-4	-0.3	-28	28	0.6	-2.2	2
19	COc1ccc(C2Sc3nncn3N2Cc2ccc(C#N)cc2)cc1 (configuration not stated)	x	2	4	0.0	6	3	0.0	2.1	6
20	CC(=O)Nc1ccc2c(c1)Cc1c-2cc(Br)c(N)c1Br	1.5	-7	0	0.6	3	-12	-0.6	-0.4	-2
21	CC(=O)Nc1ccc(S(=O)(=O)N(C)CC(=O)OCC(=O)NNC(=O)c2ccccc2F)cc1	-0.2	6	-5	0.8	-5	5	-2.5	-0.4	-4
22	CC1CC1C(=O)Nc1ccc(S(=O)(=O)N2CCCCC2)cc1 (configuration not stated)	1.9	x	1	0.3	9	-2	x	0.3	x
23	COc1ccc(NP2(=O)OCC(C)(N)CO2)cc1 (configuration not stated)	-0.8	-2	-9	0.8	6	11	-0.5	-1.3	-2
24	O=C(NC1CC1)c1cc2cc3ccccc3nc2s1	1.7	2	2	-0.1	-33	2	2.2	-2.1	4
25	CCc1cc(=O)oc2cc(OC(C)C(=O)NCC(O)c3ccccc3)c(Cl)cc12 (configuration not stated)	1.6	-7	3	0.8	8	1	-1.6	-4.2	-3
26	CCCC(C(=O)NC1CCCC1)N(Cc1ccc2c(c1)OCO2)C(=O)c1snc(C(N)=O)c1N (configuration not stated)	x	4	20	-0.8	0	-3	0.3	-0.3	-10
27	O=C(O)CCNS(=O)(=O)c1ccc2c(c1)CCCC2	1.6	1	9	-0.9	-5	4	-1.1	-2.0	-3
28	CCn1c(C)cc(/C=C2\NC(=O)N(CC(=O)Nc3cccc(C)c3)C2=O)c1C	x	13	-2	-0.5	4	28	1.7	10*	2
29	Cc1cc(CNC(=O)CCc2nnc(CCCc3ccccc3)o2)nn1C	1.4	-1	-8	-0.4	-1	4	-0.1	-1.4	-3
30	COc1cccc(-n2nnc3c(=O)n(Cc4ccccc4F)cnc32)c1	x	-5	23	-1.2	6	-14	-2.8	-3.0	0
31	O=C(Nc1ccc(F)c(F)c1)c1ccc2c(c1)OCO2	x	-12	0	0.1	10	10	0.1	-1.0	1
32	O=C(c1ccc([N+](=O)[O-])cc1)N(Cc1ccc(Cl)cc1)N1C(=O)CCCC1=O	0.3	-6	-2	-1.3	-8	-7	-5.0	-1.0	-2
33	COc1ccccc1NC(=O)Cn1nnc(C(=O)NCc2cccs2)c1N	3.5	-1	-7	-0.3	7	6	-0.4	1.4	-2
34	CC(=O)c1c(C)[nH]c(C(=O)OCC(=O)NCCc2ccc(Cl)cc2)c1C	x	3	3	0.6	13	3	-0.2	-5.7	-1
35	CN(C(=O)CSc1nnc(-c2ccc(Cl)cc2)n1CC1CCCO1)C1CCS(=O)(=O)C1 (configuration not stated)	0.9	-3	-3	0.8	-9	-1	-0.6	-0.5	-2
36	Cc1[nH]n(-c2ccccc2)c(=O)c1/C=N/n1c(C)nc2ccccc2c1=O	x	-8	-3	0.6	4	-6	-0.3	0.1	-1
37	CS(=O)(=O)c1cccc(C(=O)NC(c2ccccc2)c2ccccc2)c1	x	-1	4	-1.2	0	-1	0.2	-2.5	1
38	Cc1cc(S(=O)(=O)NCC(=O)O)ccc1F	x	-10	0	-1.3	2	3	0.3	-0.5	-3
39	COc1ccc(-c2ccc3c(c2)CN(C(=O)NC2CCCCC2)Cc2cnnn2-3)cc1	-0.1	1	x	x	5	7	0.0	-0.4	-1
40	Cc1ccc(S(=O)(=O)N2CCN(C(=O)COC(=O)CNC(=O)c3ccc(C(C)(C)C)cc3)CC2)c(C)c1	0.6	3	30	4.2	-5	9	0.4	0.2	-4
41	COc1ccc(C(=O)N2CCCC(N3CCN(c4ccccc4F)CC3)C2)c(OC)n1 (configuration not stated)	-0.8	6	16	0.2	-6	10	0.8	0.3	4
42	CCOC(=O)NN1C(=O)c2ccccc2NC1c1cccs1 (configuration not stated)	0.1	-3	-4	0.6	-3	-61	-0.7	-0.3	-15
43	O=C(C[N+]12CCC(CC1)C(OC(=O)c1ccccc1)C2)c1ccc([N+](=O)[O-])cc1 (configuration not stated)	7.7	u	-11	0.7	-64	2	u	-4.1	6
44	Cc1cc(-n2cnnn2)cc(C)c1S(=O)(=O)NCCOc1ccccc1	-0.2	-1	6	2.4	0	5	-0.6	-2.6	0
45	CC(=O)N1N=C(c2ccc(Cl)cc2)OC1c1ccc(C(C)C)cc1 (configuration not stated)	x	10	-4	-1.3	-2	3	0.3	2.5	-4

In the list so far, these contain a COOH group:
#	molecule	TcdB inh	BoNT F protease	Yp Topo-I inh	PfHsp40 rescue	PrPC TRFRET	CCHFV vOTU inh	BoNT-A LC inh2	FadD28 FP inh	Anthrax LF prot
16	O=C(Cn1nc(C(=O)O)c2ccccc2c1=O)Nc1ccc(Cl)c(S(=O)(=O)N2CCOCC2)c1	1.0	-3	0	-0.8	9	14	-0.5	0.0	4
27	O=C(O)CCNS(=O)(=O)c1ccc2c(c1)CCCC2	1.6	1	9	-0.9	-5	4	-1.1	-2.0	-3
38	Cc1cc(S(=O)(=O)NCC(=O)O)ccc1F	x	-10	0	-1.3	2	3	0.3	-0.5	-3

More compounds:
#	molecule	TcdB inh	BoNT F protease	Yp Topo-I inh	PfHsp40 rescue	PrPC TRFRET	CCHFV vOTU inh	BoNT-A LC inh2	FadD28 FP inh	Anthrax LF prot
46	O=C(O)c1cccc(Nc2c3ccccc3nc3ccccc23)c1	1.1	u	7	-0.2	5	-126	-3.1	0.4	-4
47	O=C(NCCc1ccccc1)C(=O)c1cn(CC(=O)N2CCCC2)c2ccccc12	1.2	-6	46	-0.1	-9	5	-2.8	-4.0	-2
48	Cc1nc(SCC(N)=O)[nH]c(=O)c1Cc1ccc(OC(C)C)cc1	x	7	19	-1.0	-2	-1	-0.3	-4.8	-5
49	COC(=O)c1cc(-c2ccc(Br)cc2)c2c(=O)[nH]c(=O)n(C)c2n1	-5.6	2	-5	-0.7	-3	-10	0.5	x	3
50	O=C1C2C3C=CC(CC3)C2C(=O)N1/N=C/c1ccc(O)cc1 (configuration not stated)	2.1	11	-7	1.2	2	3	1.8	1.1	-6
51	COCCn1c(=O)[nH]c2cc(C(=O)Nc3cccc(C(C)=O)c3)ccc2c1=O	x	-6	3	-0.1	x	x	-3.9	-5.4	4
52	COC(=O)c1cccc(C23CC4(C2)[C@H](CN(Cc2ccc(-c5ccccc5)cc2)[C@@H]4c2ccccc2)C3c2ccccc2)c1 (some centres not stated)	0.8	-5	5	-0.4	0	-1	0.8	-1.9	9
53	O=C(CCS(=O)(=O)c1ccc(Br)cc1)NCc1ccco1	1.0	-2	-2	1.0	-2	11	1.3	-0.5	5
54	COc1ccc2c(c1)CCC1(C)CC(=O)C(Br)=C21 (configuration not stated)	3.7	-4	17	x	42*	-162	-0.3	-2.3	-10
55	Cc1cccc(NC2=NCCCS2)c1C	x	-1	0	1.3	1	-7	0.2	-2.4	-2
56	CCCOc1ccc(C(=O)Nc2ccc3c(c2)OCCO3)cc1	-0.7	u	6	-0.9	6	-7	-0.4	-1.2	-3
57	COc1ccc(C(=O)CCC(=O)N2CCN(c3ccccc3)CC2)cc1	1.2	-4	22	-0.9	7	7	0.8	-0.3	-6
58	COc1cc(/C=C/C(=O)O)ccc1O	0.9	-19	-7	-1.4	-2	12	-1.1	-1.8	-1

Assay outcomes from PubChem.
